Screening results deposited in PubChem by several laboratories.
CHRM5 PAM = human M5 muscarinic receptor positive allosteric modulators, primary screen, CHO-K1 cells, Fluo-8 calcium fluorescence. Muscarinic acetylcholine receptor M5 (Homo sapiens), P08912. CHO-K1 hM5, ACh EC20 PAM; 0% = ACh EC20, 100% = ACh EC100. activation, % at 3 µM. actives 0.3% (n = 360,000);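 active means activation above the run cutoff, the mean activation of all test compounds plus 3 SD, cut at about 18% in these data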
Target sequence (P08912 whole entry, looked up): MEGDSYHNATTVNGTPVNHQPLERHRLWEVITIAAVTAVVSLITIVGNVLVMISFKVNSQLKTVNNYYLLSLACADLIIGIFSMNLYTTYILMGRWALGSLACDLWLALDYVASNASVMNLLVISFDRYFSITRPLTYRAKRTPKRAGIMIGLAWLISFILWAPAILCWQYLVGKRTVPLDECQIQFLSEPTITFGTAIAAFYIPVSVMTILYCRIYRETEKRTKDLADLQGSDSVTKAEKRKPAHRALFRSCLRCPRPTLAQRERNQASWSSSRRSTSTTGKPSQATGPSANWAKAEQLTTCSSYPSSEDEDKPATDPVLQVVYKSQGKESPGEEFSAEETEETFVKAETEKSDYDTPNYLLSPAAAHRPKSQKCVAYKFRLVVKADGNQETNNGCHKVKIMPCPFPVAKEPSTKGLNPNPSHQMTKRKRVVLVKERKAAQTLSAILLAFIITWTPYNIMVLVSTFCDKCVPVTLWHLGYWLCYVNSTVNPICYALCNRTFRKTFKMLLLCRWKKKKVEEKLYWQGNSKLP
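system = human M5 receptor in CHO-K1 cells | compound = one concentration, 3 µM final (nominal) | schedule = Post-acetylcholine fluorescence recording 140 s | signal = Fluo-8 calcium dye fluorescence, kinetic read | benchmarks = low control EC20 acetylcholine (0%), high control EC100 acetylcholine (100%) | repeats = singlicate, one well per test compound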
CRFBP-R2 block = antagonists of CRF-BP/CRF-R2 complex, primary screen, cell-based, HEK293, calcium dye fluorescence, uHTS | CRF-induced calcium fluorescence | inhibition, % at 11.8 µM | actives 0.59% (n = 350,000) | AID 588475, 2011;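 active means inhibition of the ligand-induced calcium signal above about 50% at the single tested concentration, limit read from the data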
CHRM5 antagonist = human M5 muscarinic receptor antagonists, primary screen, CHO cells, Fluo-8 calcium fluorescence; Muscarinic acetylcholine receptor M5 (Homo sapiens), P08912; CHO-hM5 cells, ACh EC80; inhibition, % at 3 µM; actives 0.59% (n = 360,000); AID 624040, 2012;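 active means inhibition above a per-plate cutoff, the mean of that plate's test compounds plus 3 SD, cut at about 27% in these data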;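 further: 0% = acetylcholine EC80 with DMSO and 100% = DMSO without agonist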
CRFR2-BP ag = agonists of CRF-BP/CRF-R2 complex, primary screen, cell-based, HEK293, calcium dye fluorescence, uHTS; actives 0.46% (n = 350,000); CRF-binding protein / CRF receptor 2 complex (human); activation, % at 13.2 µM; calcium dye fluorescence (FLIPR); percent of saturating CRF peptide response;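 active means activation of at least 50%, plus an integration ratio under a set limit after plate pattern correction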;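 further: plate controls were neutral control wells without compound for no effect and CRF at EC100 for full effect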
TAAR1 ag = human TAAR1 agonists, primary screen, Fluo-8 calcium fluorescence, CHO RD-HGA16 cells; Trace amine-associated receptor 1 (Homo sapiens), Q96RJ0; activation, % at 3 µM; vehicle wells 0%, saturating PEA agonist 100%; actives 0.99% (n = 360,000);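 active means activation above the mean activation of all test compounds in the run plus 3 SD, cut at about 38% in these data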
Target sequence (Q96RJ0 whole entry, looked up): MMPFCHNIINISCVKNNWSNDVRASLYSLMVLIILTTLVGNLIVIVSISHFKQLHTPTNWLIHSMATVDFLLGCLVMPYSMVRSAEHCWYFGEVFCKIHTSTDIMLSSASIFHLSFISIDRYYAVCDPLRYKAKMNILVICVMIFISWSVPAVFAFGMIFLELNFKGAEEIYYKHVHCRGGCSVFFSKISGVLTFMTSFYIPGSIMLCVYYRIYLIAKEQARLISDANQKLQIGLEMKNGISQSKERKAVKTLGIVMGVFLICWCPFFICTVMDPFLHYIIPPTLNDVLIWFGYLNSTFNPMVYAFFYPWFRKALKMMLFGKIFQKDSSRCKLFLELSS
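Test system: RD-HGA16 (CHO) cells co-expressing Gα16 and hTAAR1 | Doses: Single dose, 3 µM | Schedule: 17-24 h seeding, 75 min 37 °C dye, 30 min RT | Evaluation: % activation from peak over basal fluorescence ratio, DMSO-to-PEA scaled | Technique: Kinetic Fluo-8 calcium fluorescence | Benchmarks: Low control DMSO, high control PEA (EC100)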
TAAR1 antagonist = human TAAR1 antagonists, primary screen, Fluo-8 calcium fluorescence, CHO RD-HGA16 cells; AID 624466, 2012; antagonist; inhibition, % at 3 µM; Trace amine-associated receptor 1 (Homo sapiens), Q96RJ0; actives 1.5% (n = 360,000);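 active means inhibition above a per-plate cutoff, the mean inhibition of test compounds on that plate plus 3 SD, cut at about 49% in these data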;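 further: 0% = DMSO plus EC80 beta-PEA response and 100% = DMSO alone without agonist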
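Material: CHO RD-HGA16 cells bearing hTAAR1; compound dosing: one-point dosing, 3 µM nominal final; schedule: dye loading 75 min at 37 °C, then 30 min room temperature; measured by: calcium fluorescence with Fluo-8; control set: vehicle and agonist controls; replication: n of 1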
M1 PAM parental = nonselective calcium activators in parental CHO-K1 cells, primary screen, counter-screen for M1 PAM project, cell-based, Fluo-8 calcium fluorescence, full deck, 1536-well. ATP EC20; 0% at ATP EC20, 100% at ATP max. activation, % at 3 µM. actives 0.02% (n = 360,000);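 active means activation above the run cutoff, the mean activation of all test compounds plus 3 SD, cut at about 40% in these data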;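 further: peak over basal fluorescence ratio in a 140 s read after ATP addition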
CHRM4 PAM = human M4 muscarinic receptor positive allosteric modulators, primary screen, CHO-K1 cells, Fluo-8 calcium fluorescence | Muscarinic acetylcholine receptor M4 (Homo sapiens), P08173 | actives 0.4% (n = 360,000) | activation, % at 3 µM | CHO-K1 hM4/Gqi5, ACh EC20; 0% = ACh EC20, 100% = maximal ACh;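 active means activation above its plate's cutoff, the mean activation of sample wells plus 3 SD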; further: some results filed as inactive read as strong as hits
M5 ag = human M5 muscarinic receptor agonists, primary screen, CHO-K1 cells, Fluo-8 calcium fluorescence | Muscarinic acetylcholine receptor M5 (Homo sapiens), P08912 | CHO-K1 hM5 cells; 0% DMSO wells, 100% maximal acetylcholine response | activation, % at 3 µM | actives 0.19% (n = 360,000) | AID 624037, 2012;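 active means activation above the run's mean over test compounds plus 3 SD, cut at about 23% in these data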;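 further: signal is peak over basal fluorescence ratio across the kinetic read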
* = called active by the depositor; · = not tested or not shown.

SMILES | CHRM5 PAM | CRFBP-R2 block | CHRM5 antagonist | CRFR2-BP ag | TAAR1 ag | TAAR1 antagonist | M1 PAM parental | CHRM4 PAM | M5 ag
CC(NC(=O)Cn1c(=O)oc2cc(S(=O)(=O)N3CCCC3)ccc21)c1ccccc1 (stereo not drawn) | 0 | 27 | 3 | -1.1 | 2 | -9 | 14 | 3 | 2
CCN1C(=O)C(O)(CC(=O)c2ccc(-n3cccc3)cc2)c2ccccc21 (stereo not drawn) | 0 | -12 | -2 | -0.8 | 19 | -3 | 11 | -9 | -5
COc1ccc(/C=N/NC(=O)c2ccncc2)c(OC)c1 | 1 | -3 | -3 | 0.0 | 3 | 10 | 15 | 4 | -3
CC(C)[C@H](NC(=O)N1CCC(Cc2ccccc2)CC1)C(=O)O | 3 | -5 | 6 | 1.1 | 3 | 0 | -4 | -4 | -9
COC(=O)c1ccc(-n2nnnc2SCC(=O)Nc2ccccc2C(=O)OC)cc1 | -1 | -16 | 1 | 2.8 | 5 | 14 | 8 | 2 | -2
O=C(Nc1cccc([N+](=O)[O-])c1)N1CCCc2ccccc21 | -2 | -4 | 4 | -0.4 | 4 | 0 | -5 | 6 | 0
O=C1CCC(C(=O)Nc2nnc(C3CC3)s2)=NN1 | 6 | -2 | 4 | 1.3 | 0 | -4 | 11 | -5 | 1
Oc1ccc(-c2csc(-c3ccccc3)n2)cc1O | -5 | -19 | 10 | -2.0 | 0 | -22 | 2 | 1 | 0
CCc1nnc(NC(=O)c2ccc(S(C)(=O)=O)cc2)s1 | -3 | 15 | 4 | -2.5 | 0 | -5 | -10 | 0 | 0
CCOC(=O)C1(Cc2ccccc2C(F)(F)F)CCN(C(C)CCn2cccn2)CC1 (stereo not drawn) | 0 | -9 | -5 | -0.1 | 6 | 3 | 21 | 10 | -6
O=C(Cn1nnc(-c2ccc(Cl)cc2)n1)NCCC1=CCCCC1 | 0 | 16 | 4 | 0.0 | 4 | -13 | -16 | 4 | -1
COc1cc(NC(=O)Cn2c([N+](=O)[O-])cnc2C)c(OC)cc1Cl | -1 | -9 | 1 | 0.9 | 4 | 4 | -3 | 5 | 1
COc1ccc(S(=O)(=O)n2nc(OC(=O)c3ccncc3)cc2N)cc1 | -6 | 10 | 19 | -1.3 | 5 | 1 | 12 | 6 | 3
CC1=C(Cl)C2=NS(=O)(=O)CCN2C=C1Cl | 3 | -10 | 12 | -1.3 | 2 | 10 | 19 | 2 | 1
CCOc1ccc(OCc2cccc(C(=O)Nc3ccc(CN4CCCCC4)cc3)c2)cc1 | -12 | -67 | 12 | 8.3 | 17 | -1 | 11 | -14 | -7
C=CCNC(=O)CC12CC3CC(C1)CC(CC(=O)NCC=C)(C3)C2 | 1 | 11 | -6 | 0.5 | 5 | 3 | 14 | 11 | -2
Cc1cccc(NC(=O)c2ccc(COc3ccccc3)o2)n1 | -1 | 14 | 13 | -0.3 | -1 | 2 | 20 | 7 | -5
C=CCN(CC=C)Cc1cc(=O)oc2cc(C)c(Cl)cc12 | -2 | · | -2 | · | 1 | -10 | 3 | 0 | 1
Cc1ccccc1C1C(C#N)=C2N=C(N)c3c(sc4c3CCCCC4)N2C2=C1C(=O)CC(C)(C)C2 (stereo not drawn) | -3 | -30 | 11 | 10 | 12 | 14 | 11 | -5 | -2
CCCCn1c(N)c(N(CC(C)C)C(=O)C2CC(=O)N(c3ccc(C)cc3)C2)c(=O)[nH]c1=O (stereo not drawn) | 4 | -1 | -1 | 1.7 | -1 | 3 | 0 | 5 | 3
O=C(N/N=C/c1ccc(-c2cccc([N+](=O)[O-])c2)o1)[C@H]1C[C@@H]1c1ccccc1 | 2 | -42 | 4 | -0.7 | 0 | -23 | 14 | 0 | -1
COc1ccc(N2CCN(C(=O)C3=NNC(=O)CC3)CC2)cc1 | 4 | 3 | -3 | 1.7 | 18 | -17 | 14 | 18 | 3
Cc1cnc(C(=O)N2CCCC(C(=O)c3cccc(OC(C)C)c3)C2)cn1 (stereo not drawn) | -3 | -2 | 12 | 5.7 | -1 | 23 | -17 | -3 | 1
COc1ccc(-n2c(=O)cc(N3CCOCC3)[nH]c2=O)cc1 | 4 | 14 | -3 | -3.1 | 7 | -6 | 8 | 2 | 0
COc1ccccc1CN1CCC(CNS(=O)(=O)c2cc(-c3cc(C)no3)ccc2C)CC1 | 0 | -3 | -1 | -0.8 | 2 | -4 | 7 | -18 | -7
COC(=O)CNC(=O)C(Cc1ccccc1)NS(=O)(=O)c1ccc2c(c1)c(=O)n(C)c(=O)n2C (stereo not drawn) | 3 | -6 | 7 | 1.0 | 2 | -15 | 13 | -2 | 0
CCN(C(=O)COc1ncnc2ccccc12)C1CCCCC1 | -5 | 4 | 12 | -1.4 | 8 | -18 | -24 | 1 | -1
CC(Sc1ncccn1)C(=O)NC1CCCC1 (stereo not drawn) | 2 | -1 | 15 | 1.4 | 4 | -9 | 9 | 3 | 0
CC(OC(=O)c1ccccc1NS(=O)(=O)c1cccc(C(F)(F)F)c1)C(=O)N(C)Cc1ccccc1 (stereo not drawn) | -10 | -6 | 4 | 3.6 | 2 | 18 | 18 | -5 | -6
Cc1ccc(C(=O)c2ccc([N+](=O)[O-])cc2)cc1 | 2 | 6 | -3 | -1.1 | 6 | -3 | 22 | 2 | -6
Cc1ccc(Nc2c([N+](=O)[O-])c(=O)n(C)c3ccccc23)cc1 | 4 | 13 | -2 | 1.7 | 5 | -2 | 12 | -8 | -4
Cc1ccc(CNC(=O)Cc2ccc(-n3cccc3)cc2)cc1 | 0 | -1 | -1 | 7.3 | 3 | 9 | 21 | 2 | -2
CCOc1ccc(-c2c(C(=O)N/N=C/C3CCCCC3)nnn2-c2nonc2N)cc1 | 4 | 9 | 3 | -1.1 | 16 | -37 | -8 | -7 | -1
COc1cc(Cn2c3ccc(NC(=O)CC(C)C(F)(F)F)cc3c(=O)n2C)ccc1F (stereo not drawn) | -1 | · | 1 | · | 4 | 7 | 10 | 2 | 4
COc1nn(-c2ccccc2)c(=O)c(Cl)c1Cl | 0 | 25 | 12 | -5.8 | -3 | -3 | 5 | 3 | -8
CC1=CC(C)C2(CO)COC(c3cccnc3)C1C2C (stereo not drawn) | 3 | -8 | -9 | 2.2 | 1 | 4 | -11 | -6 | 3
COc1cc(C(=O)O/N=C(\N)c2ccncc2)cc(OC)c1OC | 3 | 0 | 0 | 8.5 | 6 | -17 | -14 | 12 | 2
O=C(COC(=O)CC12CC3CC(CC(C3)C1)C2)Nc1ncc(Cl)cc1Cl | 1 | -66 | -1 | -2.3 | 12 | -2 | 6 | -6 | -2
CC1Sc2ccc(S(=O)(=O)N3CCC(C(=O)NCc4ccco4)CC3)cc2NC1=O (stereo not drawn) | 10 | 1 | -4 | -0.8 | 1 | -13 | -14 | -6 | -2
CCc1cccc(CC)c1NC(=O)CN1CCc2cc(OC)c(OC)cc2C1 | -2 | · | 7 | · | · | · | 0 | -1 | -3

6 entries drawn at random from those above:
SMILES | CHRM5 PAM | CRFBP-R2 block | CHRM5 antagonist | CRFR2-BP ag | TAAR1 ag | TAAR1 antagonist | M1 PAM parental | CHRM4 PAM | M5 ag
COC(=O)CNC(=O)C(Cc1ccccc1)NS(=O)(=O)c1ccc2c(c1)c(=O)n(C)c(=O)n2C (stereo not drawn) | 3 | -6 | 7 | 1.0 | 2 | -15 | 13 | -2 | 0
CC(Sc1ncccn1)C(=O)NC1CCCC1 (stereo not drawn) | 2 | -1 | 15 | 1.4 | 4 | -9 | 9 | 3 | 0
COc1cc(C(=O)O/N=C(\N)c2ccncc2)cc(OC)c1OC | 3 | 0 | 0 | 8.5 | 6 | -17 | -14 | 12 | 2
CC(OC(=O)c1ccccc1NS(=O)(=O)c1cccc(C(F)(F)F)c1)C(=O)N(C)Cc1ccccc1 (stereo not drawn) | -10 | -6 | 4 | 3.6 | 2 | 18 | 18 | -5 | -6
COc1nn(-c2ccccc2)c(=O)c(Cl)c1Cl | 0 | 25 | 12 | -5.8 | -3 | -3 | 5 | 3 | -8
CCc1cccc(CC)c1NC(=O)CN1CCc2cc(OC)c(OC)cc2C1 | -2 | · | 7 | · | · | · | 0 | -1 | -3

Further results:
SMILES | CHRM5 PAM | CRFBP-R2 block | CHRM5 antagonist | CRFR2-BP ag | TAAR1 ag | TAAR1 antagonist | M1 PAM parental | CHRM4 PAM | M5 ag
COc1ccc(CCC(=O)N2CCCc3ccccc32)cc1 | -3 | 2 | 11 | -1.6 | 1 | -8 | 1 | 2 | -4
CCN1C(=O)c2cccc3c(S(=O)(=O)NC(Cc4ccccc4)C(=O)O)ccc1c23 (stereo not drawn) | -3 | -3 | 13 | -0.9 | 0 | -6 | 3 | 0 | -3
Cc1nn(C)cc1NC(=O)c1ccc(Br)o1 | 8 | 15 | -2 | -1.0 | 5 | -9 | 9 | 1 | -3
CCN(CC)S(=O)(=O)c1ccc(S(=O)(=O)N(Cc2ccccn2)Cc2ccco2)cc1 | -13 | 12 | 6 | -0.7 | 7 | 32 | 16 | -19 | 2
O=C(Cn1c(=O)sc2ccccc21)Nc1ccc(S(=O)(=O)N2CCCC2)cc1 | 0 | -14 | -9 | -0.6 | 13 | -6 | 23 | -2 | -1
CCCCNc1nnc(SCC(=O)N2CCN(S(=O)(=O)c3ccc4ccccc4c3)CC2)s1 | -8 | -28 | -2 | -0.7 | 5 | -6 | 8 | -7 | -4
Cc1cc(C(=O)COC(=O)Cc2n[nH]c(=O)c3ccccc23)c(C)n1-c1cccc(C(F)(F)F)c1 | -14 | 24 | 3 | 1.6 | -2 | 21 | 24 | -11 | -6
CCC(C)(C)NC(=O)C1CCCN(S(=O)(=O)c2ccc3c(c2)CC(C)N3C(=O)C2CC2)C1 (stereo not drawn) | -1 | -14 | 3 | -1.3 | 4 | -17 | -13 | -5 | -1
CCOc1cc(C(=S)N2CCCC2)ccc1OC | 2 | 12 | 5 | -0.4 | -1 | -21 | 17 | 1 | -4
COc1cccc(CN2CCN(c3nc4nonc4nc3N3CCCCC3)CC2=O)c1 | 2 | -4 | 0 | 0.3 | -1 | -12 | 13 | 2 | 1
COc1ccc(/C=C(\NC(=O)c2ccc(Cl)cc2)C(=O)NCC2CCCO2)cc1OC (stereo not drawn) | 2 | 8 | 1 | -0.4 | 1 | 2 | 6 | 2 | -2
CCCCN(CCCC)NC(=O)c1ccccc1 | 3 | -21 | -11 | 0.4 | 11 | 0 | -2 | -3 | 0
